Ba/F3 V617F tox = loss of viability in JAK2V617F-driven Ba/F3 cells. Ba/F3 EpoR-JAK2V617F viability, ATP luminescence. inhibition, % at 5.6 µM. 220,000 compounds, 1.1% hits. AID 1446;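 active = inhibition above the campaign mean plus 3 SD over all tested compounds, cut at about 24% in these data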;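 note: cytokine-independent growth of Ba/F3 cells driven by EpoR plus mutant JAK2; 0% = DMSO-treated cells and 100% = JAK inhibitor I control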
S1P4 antag = blocks the human S1P4 receptor | O95977 | S1P4-expressing cells, antagonist mode, reporter read-out | inhibition, % at 4.98 µM | 220,000 compounds, 0.26% hits; in the data active = inhibition above about 29%;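 note: 0% = wells stimulated with agonist and 100% = vehicle wells without agonist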
Target sequence (O95977 whole entry, looked up): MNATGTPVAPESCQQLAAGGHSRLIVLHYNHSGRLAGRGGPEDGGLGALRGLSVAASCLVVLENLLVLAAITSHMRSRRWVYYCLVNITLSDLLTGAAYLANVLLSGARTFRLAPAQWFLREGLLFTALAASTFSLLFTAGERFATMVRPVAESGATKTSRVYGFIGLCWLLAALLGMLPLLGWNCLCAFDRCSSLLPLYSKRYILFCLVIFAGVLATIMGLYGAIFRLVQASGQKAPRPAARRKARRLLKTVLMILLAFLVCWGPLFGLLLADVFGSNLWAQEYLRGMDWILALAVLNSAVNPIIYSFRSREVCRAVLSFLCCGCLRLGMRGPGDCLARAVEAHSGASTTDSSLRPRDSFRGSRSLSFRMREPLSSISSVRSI
EP2 mod = modulators of human EP2 prostaglandin E2 receptor; EP2-expressing cells, cAMP HTRF FRET, PGE2 co-stimulation; 260,000 compounds, 0.83% hits; induction, % at 25 µM; AID 940;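 active = compounds whose cAMP rise, as percent of the full-agonist control response, exceeds 60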;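 note: rat C6 glioma line stably carrying human EP2 under a CMV promoter; the protocol text gives 20 µM as final concentration; 100% = response of wells given 1 µM PGE2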
m-calpain inh = calpain II (pig) inhibition; 220,000 compounds, 0.37% hits; purified calpain II, fluorogenic peptide substrate, 30 min; inhibition, % at 16 µM;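 active = inhibition above about 50%, limit read from the data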
PERK inh = inhibitors of human PERK kinase | Q9NZJ5 | 220,000 compounds, 0.17% hits | CHO PERK-DD fusion, SEAP luminescence translation reporter | inhibition, % at 5.6 µM;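 active = inhibition above the mean inhibition of all tested compounds plus 3 SD, set separately per screening campaign, cut at about 2.9% in these data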;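 note: PERK kinase domain activated by AP20187 dimerizer at 100 nM; 0% = DMSO with dimerizer and 100% = rapamycin at 8.4 µM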
zfTRPN1 agonist = agonists of zebrafish TRPN1 channel | AID 1424 | activation, % at 3 µM | 220,000 compounds, 0.18% hits | HEK293 zebrafish TRPN1-YFP, Fluo-8 calcium fluorescence; 100% = response to 87 µM carbachol;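 active = activation above its plate's cutoff, the mean activation of test wells on that plate plus 3 SD, cut at about 19% in these data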;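 note: 0% = DMSO alone and 100% = 87 µM carbachol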
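Control set: carbachol 87 µM as high control, DMSO as low control; system: HEK293 stable line with zebrafish TRPN1-YFP; read-out: % activation versus carbachol response; detection: intracellular calcium fluorescence with Fluo-8; doses: single test compound dose, 3 µM nominal, 0.3% DMSO; schedule: dye 1 h 37 °C plus 30 min RT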
BaF3 parental = reduces parental Ba/F3 cell viability, JAK2V617F counter-screen | CellTiter-Glo ATP luminescence | inhibition, % at 5.6 µM | 220,000 compounds, 1.1% hits | AID 1486;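 active = inhibition above a per-campaign cutoff, the mean inhibition of all tested compounds plus 3 SD, cut at about 27% in these data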;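 note: 0% = DMSO wells and 100% = JAK Inhibitor I control wells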
S1P4 ag = activates the human S1P4 receptor | O95977 | S1P4-expressing cell line, agonist reporter assay | activation, % at 4.98 µM | 220,000 compounds, 0.35% hits; in the data active = activation above about 11%;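 note: 0% = DMSO vehicle and 100% = reference agonist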
TRPML3 agonist = human mucolipin-3 channel agonism | Q8TDD5 | HEK293 TRPML3-YFP, Fluo-8 calcium fluorescence; 100% = the carbachol control signal | activation, % at 3 µM | 220,000 compounds, 0.29% hits | AID 1448;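 active = activation above its plate's cutoff, the mean activation of the plate's test wells plus 3 SD, cut at about 12% in these data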;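 note: 0% = DMSO only wells and 100% = carbachol wells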
Target sequence (Q8TDD5 whole entry, looked up): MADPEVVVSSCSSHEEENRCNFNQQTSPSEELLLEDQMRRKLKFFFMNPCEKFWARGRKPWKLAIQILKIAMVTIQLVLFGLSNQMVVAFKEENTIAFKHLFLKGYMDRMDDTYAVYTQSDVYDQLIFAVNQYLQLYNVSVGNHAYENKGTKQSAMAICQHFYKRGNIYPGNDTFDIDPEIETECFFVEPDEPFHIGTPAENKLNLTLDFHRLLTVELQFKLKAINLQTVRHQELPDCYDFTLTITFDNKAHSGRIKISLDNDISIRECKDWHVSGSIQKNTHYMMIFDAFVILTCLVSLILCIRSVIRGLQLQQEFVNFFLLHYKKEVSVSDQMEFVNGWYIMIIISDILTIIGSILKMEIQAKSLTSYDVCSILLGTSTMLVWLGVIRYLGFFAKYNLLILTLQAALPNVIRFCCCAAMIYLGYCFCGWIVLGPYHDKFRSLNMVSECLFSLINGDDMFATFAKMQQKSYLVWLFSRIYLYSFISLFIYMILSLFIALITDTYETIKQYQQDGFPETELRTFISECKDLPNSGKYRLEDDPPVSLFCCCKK
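Material: HEK293 cells stably carrying human TRPML3-YFP; compound dosing: single dose, 3 µM final nominal compound, 0.3% DMSO final; incubation: 1-h 37 °C dye load, 5-s basal, 120-s post-compound reads; technique: Fluo-8 intracellular calcium fluorescence, excitation 470-495 nm, emission 515-575 nm; read-out basis: percent activation from peak-to-basal fluorescence ratio, scaled between DMSO and carbachol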
* marks the source's active call; other numbers are inactive results; & = joins results of further samples.

[1] Cc1ccc(C(=O)N2c3ccc(F)cc3CCC2C)o1 (stereo not given)
[2] O=S(=O)(c1ccccc1)c1nc(-c2ccccc2F)oc1NCc1cccnc1
[3] O=C(O)CSCNC(=O)CC12CC3CC(CC(C3)C1)C2
[4] CCOC(=O)Cn1c(=O)oc2cc(S(=O)(=O)N3CCCC(C(=O)OCC)C3)ccc21 (stereo not given)
[5] CCC(OC(=O)c1cc2sccc2n1C)C(=O)NCC1CCCO1 (stereo not given)
[6] C=CCSc1nc(Oc2ccccc2)c2sccc2n1
compound no.,1,2,3,4,5,6
Ba/F3 V617F tox,-4,4,-3,-2,5,-2
S1P4 antag,-3,10,-26,4,4,3
EP2 mod,4,17,39,-8,-6,69*
m-calpain inh,-2,3,-10,7,-26,-2
PERK inh,1.0,0.1,0.9,0.9,-1.2,0.5
zfTRPN1 agonist,0.7,0.0,0.9,3.2,0.6,0.4
BaF3 parental,0,3,0,7,8,5
S1P4 ag,1.4,-0.5,-0.7,1.5,-2.6,0.8
TRPML3 agonist,-1.1,0.7,0.4,0.4,-0.8,-1.0

With a hit mark in EP2 mod, of those listed so far:
item	smiles	S1P4 antag	EP2 mod	m-calpain inh	PERK inh	S1P4 ag	TRPML3 agonist
6	C=CCSc1nc(Oc2ccccc2)c2sccc2n1	3	69*	-2	0.5	0.8	-1.0

Remaining list, next part
[7] CCN(CC)S(=O)(=O)c1cc(C(=O)OC)ccc1Cl
[8] COC(=O)c1[nH]c2cccc(C)c2c1NC(=O)CN1CCN(c2ccccc2OC)CC1
[9] COc1ccc(CNC(=O)Nc2cccc(C)c2)cc1
[10] Cc1cc(C)cc(NC(=O)CSc2nc(CSc3ccc(Cl)cc3)cc(=O)[nH]2)c1
[11] CCOC(=O)c1c(C)n(C)c2ccc(OC)c(NC(=O)CN3CCN(Cc4ccccc4)CC3)c12
[12] O=C(/C=C/c1ccccc1)N/C(=C/c1ccccc1)C(=O)NCCO
compound no.,7,8,9,10,11,12
Ba/F3 V617F tox,-3,-2,-1,-5,-3,-1
S1P4 antag,8,-18,-1,4,-5,-3
EP2 mod,5,-20,-53,-2,-11,-6
m-calpain inh,-24,-20,40,1,11,14
PERK inh,0.6,-0.4,-0.2,1.3,-0.9,1.6
zfTRPN1 agonist,-0.3,1.1,-0.9,1.4,0.3,-2.1
BaF3 parental,-2,3,6,3,10,4
S1P4 ag,2.5,-0.9,-1.3,-1.3,1.6,1.3
TRPML3 agonist,-0.8,0.1,-0.1,0.8,-0.4,0.4

[13] CCOC(=O)CSc1nc2c(sc3ccccc32)c(=O)n1CCCN1CCOCC1
[14] OC1(C(F)(F)F)CC(c2ccc3ccccc3c2)=NO1 (stereo not given)
[15] Nc1ccc(Nc2ccc([N+](=O)[O-])cc2[N+](=O)[O-])cc1
[16] COc1cccc2cc(C(=O)Nc3ccc(F)cc3)c(=Nc3ccc(C(=O)O)cc3)oc12
[17] Cc1ccc(C2(CCN)CCOC(C(C)C)C2)cc1 (stereo not given)
[18] O=C(O)c1ccc(CNCc2cccc(Cl)c2)cc1
compound no.,13,14,15,16,17,18
Ba/F3 V617F tox,-2,-2,1,2,-3,3
S1P4 antag,-18,-19,-14,12,-5,7
EP2 mod,48,-14,-37,-25,-5,17
m-calpain inh,-69,-15,-5,25,-3,3
PERK inh,-1.1,0.8,1.1,1.4,0.6,0.8
zfTRPN1 agonist,-0.2,-1.2,0.2,1.4,0.5,-1.6
BaF3 parental,1,5,5,1,3,7
S1P4 ag,0.2,2.2,1.0,0.5,-0.5,1.1
TRPML3 agonist,0.3,0.8,0.4,0.7,1.1,1.1

[19] Cc1ccc(S(=O)(=O)N2CCN(C3CC(=O)N(Cc4ccccc4)C3=O)CC2)cc1C (stereo not given)
[20] COc1ccc(C(=O)NC(C)c2cc(OC)c(OC)cc2Br)cc1 (stereo not given)
[21] Cc1occc1-c1nnc(SCc2cc(=O)n3cc(Br)ccc3n2)n1C
[22] CCN(CC)CCOCCOc1ccc(Cl)c2ccccc12
[23] O=C(NCCN1C(=O)C2C3C=CC(C3)C2C1=O)N1CCOCC1 (stereo not given)
[24] CC1(C)Cc2c(C#N)c(NC3CCCCC3)nc(-c3ccco3)c2CO1
compound no.,19,20,21,22,23,24
Ba/F3 V617F tox,-5,-5,0,6,4,-3
S1P4 antag,-2,-37,5,-12,7,-8
EP2 mod,3,-18,25,-58,8,42
m-calpain inh,-33,-12,-11,-6,-46,-36
PERK inh,-0.2,0.3,-0.1,0.0,1.1,1.0
zfTRPN1 agonist,-1.0,2.1,0.1,2.0,1.4,-1.0
BaF3 parental,4,-1,8,4,5,2
S1P4 ag,-0.1,0.1,0.7,-2.5,-3.0,-1.1
TRPML3 agonist,3.0,0.7,-0.5,1.6,0.0,-0.1

[25] Cc1onc(-c2ccccc2)c1C(=O)NCC1COc2ccccc2O1 (stereo not given)
[26] CCOC(=O)C1CCCN(C(=O)c2cn(C)c3ccc(S(=O)(=O)N4CCCC4)cc3c2=O)C1 (stereo not given)
[27] O=C(NC(=S)NC1CCSC1=O)c1ccccc1 (stereo not given)
[28] CCN(CC)c1nc2ccccc2n2cnnc12
[29] CNC(=O)c1ccc2nc(NC(C)=O)sc2c1
[30] CCN(CC)S(=O)(=O)c1ccc(C(=O)NCC(c2cccs2)N2CCOCC2)cc1 (stereo not given)
compound no.,25,26,27,28,29,30
Ba/F3 V617F tox,-3,-1,-2,-1,-2,1
S1P4 antag,-8,-9,2,-13,-5,-2
EP2 mod,0,40,22,8,6,29
m-calpain inh,16,-19,-5,30,-40,-6
PERK inh,-1.1,0.6,0.9,-0.6,0.2,-0.2
zfTRPN1 agonist,-1.2,1.6,0.6,0.9,2.1,1.2
BaF3 parental,2,4,5,1,2,6
S1P4 ag,3.2,0.0,-2.2,1.9,-0.9,0.6
TRPML3 agonist,0.0,0.8,0.8,0.2,0.0,-0.3

[31] CCc1ccccc1N(CC(=O)NCCSCc1ccco1)S(C)(=O)=O
[32] Cc1cccc(OCC(=O)NC(=S)Nc2ccc(S(=O)(=O)NC3CCCCC3)cc2)c1
[33] CCOc1ccc(OCC)c(S(=O)(=O)n2cc(C)nc2CC)c1
[34] CCOC(=O)c1[nH]c(CO)c(C(=O)OCC)c1C
[35] Nc1ccc(C(=O)OCc2nc3cc4ccccc4cc3[nH]2)cc1
[36] O=C(CSc1cccc2cccnc12)Nc1cccc(S(=O)(=O)N2CCOCC2)c1
compound no.,31,32,33,34,35,36
Ba/F3 V617F tox,-2,0,-2,-3,5,-2
S1P4 antag,-17,2,-10,-21,4,-8
EP2 mod,3,-12,23,11,-79,-59
m-calpain inh,-7,-3,-18,-12,19,-287
PERK inh,0.1,0.0,0.0,1.0,0.0,-0.3
zfTRPN1 agonist,1.4,-0.6,-1.3,0.5,-0.9,0.1
BaF3 parental,7,4,6,1,2,5
S1P4 ag,1.4,0.6,2.1,1.9,-0.7,-1.1
TRPML3 agonist,0.2,0.2,-0.1,0.4,0.3,0.3

[37] CCOC(=O)c1c(CN(C)C)n(C)c2ccc(OC(C)=O)cc12
[38] S=C(NCc1ccc(Cl)cc1)NN1CCOCC1
[39] CC1(C)CC(=O)C(C(c2cccnc2)C2C(=O)CC(C)(C)CC2=O)C(=O)C1
[40] CN(CC(=O)Nc1ccc(Cl)c(Cl)c1)Cc1nnc(-c2ccc(F)cc2)o1
[41] COc1ccc(NC2(c3ccccc3)OC(=O)c3ccccc32)cc1 (stereo not given)
[42] COc1ccc(-c2noc(CN(C(=O)C(C)(C)C)C(C)C)n2)cc1
compound no.,37,38,39,40,41,42
Ba/F3 V617F tox,-1,-2,-2,12,-4,4
S1P4 antag,-4,-3,-5,7,-2,-18
EP2 mod,-6,-27,28,-33,39,19
m-calpain inh,-30,-8,-15,-7,-23,-2
PERK inh,-0.3,0.5,1.1,1.2,0.6,0.2
zfTRPN1 agonist,0.8,-0.3,2.0,-2.6,1.0,-0.1
BaF3 parental,11,3,-4,7,-2,9
S1P4 ag,0.9,-0.6,1.3,-0.8,-2.2,0.8
TRPML3 agonist,1.6,1.0,0.4,0.1,-0.3,0.7

Part of the list above in another layout.
(38) S=C(NCc1ccc(Cl)cc1)NN1CCOCC1
  Ba/F3 V617F tox: -2 | S1P4 antag: -3 | EP2 mod: -27 | m-calpain inh: -8 | PERK inh: 0.5 | zfTRPN1 agonist: -0.3 | BaF3 parental: 3 | S1P4 ag: -0.6 | TRPML3 agonist: 1.0
(39) CC1(C)CC(=O)C(C(c2cccnc2)C2C(=O)CC(C)(C)CC2=O)C(=O)C1
  Ba/F3 V617F tox: -2 | S1P4 antag: -5 | EP2 mod: 28 | m-calpain inh: -15 | PERK inh: 1.1 | zfTRPN1 agonist: 2.0 | BaF3 parental: -4 | S1P4 ag: 1.3 | TRPML3 agonist: 0.4

(next part)
[43] CCn1c(SCC(=O)NCCc2ccc(OC)c(OC)c2)nc2c1c(=O)n(C)c(=O)n2C
[44] Cc1cc(C)c(NC(=O)Cn2c(=O)n(-c3ccc(CC(=O)NCC4CCCO4)cc3)c(=O)c3ccccc32)c(C)c1 (stereo not given)
[45] O=C(Nc1nc2ccc(C(=O)N3CCCCC3)cc2s1)C1CCCCC1
[46] O=C(N/N=C/c1ccco1)c1ccc(OCc2ccccc2)cc1
[47] CN(C)S(=O)(=O)c1cccc(NC(=O)COC(=O)CNC(=O)c2cccc([N+](=O)[O-])c2)c1
[48] Cc1ccc2c(Cl)c(C(=O)NCCCn3ccnc3)sc2c1
compound no.,43,44,45,46,47,48
Ba/F3 V617F tox,2,3,-1,-3,-3,-4
S1P4 antag,3,-4,-3,7,-1,-5
EP2 mod,21&9,16,-4&-18,-30,-17,-4
m-calpain inh,-42,-93,35,11,-10,-8
PERK inh,0.0,0.7,0.9,1.1,1.1,-0.7
zfTRPN1 agonist,0.9,-0.1,-2.1,-1.4,1.5,0.8
BaF3 parental,-3,11,8,-1,-15,7
S1P4 ag,2.3,1.3,-0.4,-0.9,1.4,1.8
TRPML3 agonist,0.5,0.3,0.9,0.4,0.6,0.3

Taken from above.
#38 | Ba/F3 V617F tox: -2
#21 | m-calpain inh: -11
#45 | S1P4 ag: -0.4
#19 | S1P4 ag: -0.1
#41 | TRPML3 agonist: -0.3

Next part
[49] CCOc1ccc(N=Cc2c(C)[nH]n(-c3nc4ccccc4[nH]3)c2=O)cc1
[50] C=C(C)COc1ccc(-c2n[nH]c(C)c2-c2ccc(OC)c(OC)c2)c(O)c1
[51] O=C(Nc1cccc2nsnc12)c1ccc(F)cc1
[52] O=C(Nc1ccc(Cn2nnc3ccccc32)cc1)c1ccco1
[53] O=C(O)CCn1c(=O)c2ccccc2c2ccccc2c1=O
[54] COc1ccc(NC(C)=O)cc1NC(C)C(=O)Nc1ccc(F)c(F)c1F (stereo not given)
[55] O=C1NC(=O)/C(=C/c2cccc(O)c2)N1
compound no.,49,50,51,52,53,54,55
Ba/F3 V617F tox,28*,78*,0,2,2,-2,-3
S1P4 antag,-13,5,-13,-12,1,-19,-3
EP2 mod,-2,-9,12,17,-3,16,-4
m-calpain inh,-4,36,3,-31,-7,-37,11
PERK inh,1.1,-1.7,0.3,-0.3,0.0,-0.3,0.1
zfTRPN1 agonist,1.1,-2.3,0.1,1.4,0.3,-0.7,-0.3
BaF3 parental,34*,76*,3,7,5,1,2
S1P4 ag,-0.5,2.9,4.4,1.1,0.1,0.1,-2.0
TRPML3 agonist,0.3,-1.2,-0.7,0.5,0.4,0.0,-0.4

Source: PubChem
